# Screening data: PubChem BioAssay, several laboratories
# TDP2 absorb: human TDP2 enzyme inhibitors, primary screen, biochemical, epi absorbance, recombinant enzyme. inhibition, % at 12.8 µM. hit rate 0.34% among 370,000. Tyrosyl-DNA phosphodiesterase 2 (Homo sapiens), O95551. AID 720702, 2013. T5PNP hydrolysis, p-nitrophenol absorbance 415 nm;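 active = inhibition above the mean of all tested compounds plus 3 SD, set per campaign, cut at about 25% in these data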;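 note: 0% = DMSO with enzyme and 100% = buffer with substrate but no TDP2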
#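 test system = human TDP2 enzyme | input = TDP2 enzyme at 120 nM final | medium = 50 mM Tris-HCl pH 7.5 with Mg2+, KCl, DTT, BSA | also added = T5PNP substrate, 5 mM | times = 2 h at 37 °C | technique = epi absorbance | benchmarks = high control without enzyme, low control DMSO plus TDP2 | replication = each compound tested once, singlicate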
# LEDGF integ inh: blockers of LEDGF/p75-dependent integrase strand transfer – biochemical, TR-FRET, high throughput, primary screen; HIV-1 integrase (with human LEDGF/p75); TR-FRET IN-LEDGF/p75 DNA integration, Eu/Cy5; inhibition, % at 3.7 µM; hit rate 0.64% among 370,000;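 active = inhibition above the screen-wide mean plus 3 SD, cut at about 13% in these data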;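 note: signal is the Cy5 over europium emission ratio at 671 and 618 nm; 0% = plate median of compound wells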
# Rev-erbA mod: modulators of Rev-erb alpha DNA binding, primary screen, biochemical, FITC-DNA, fluorescence polarization, uHTS. Nuclear receptor subfamily 1 group D member 1 (Homo sapiens), P20393. Rev-erbα–FITC-DNA binding, 90 min. activity, % at 10 µM. hit rate 0.79% among 370,000;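 active = activity above about 14%, limit read from the data; passing the limit was not always enough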;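 note: 0% = DMSO wells with 35 nM protein and 100% = DMSO wells with 750 nM protein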
# ABHD4 inh: ABHD4 inhibitors, primary screen, biochemical, fluorescence polarization, mouse; (Lyso)-N-acylphosphatidylethanolamine lipase (Mus musculus), Q8VD66; purified mABHD4, FP-Rh probe fluorescence polarization; hit rate 0.54% among 370,000; inhibition, % at 8.92 µM;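 active = inhibition exceeding the mean over every tested compound plus 3 SD, cut at about 30% in these data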;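 note: 0% = plate median of compound wells and 100% = S159A mutant with DMSO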
#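 system = mouse ABHD4 enzyme, wild type | medium = HEPES pH 7.0, NaCl, Pluronic buffer | also added = FP-Rh probe | incubation = Enzyme–compound pre-incubation 45 min, then probe 60 min, both 25 °C | technique = fluorescence polarization, excitation 525 nm, emission 598 nm, BODIPY TMR filters | controls = S159A mutant high control, sample median low control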
# PRMT1 FP inh: PRMT1 methyltransferase inhibitors, primary screen, biochemical, fluorescence polarization | Protein arginine N-methyltransferase 1 (Homo sapiens), Q99873 | recombinant PRMT1, activity-based probe fluorescence polarization | inhibition, % at 2.79 µM | hit rate 1.3% among 370,000 | AID 652257, 2013;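 active = inhibition above about 21% made by adding two undisclosed values, limit read from the data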
# Target sequence (Q99873 whole entry, looked up): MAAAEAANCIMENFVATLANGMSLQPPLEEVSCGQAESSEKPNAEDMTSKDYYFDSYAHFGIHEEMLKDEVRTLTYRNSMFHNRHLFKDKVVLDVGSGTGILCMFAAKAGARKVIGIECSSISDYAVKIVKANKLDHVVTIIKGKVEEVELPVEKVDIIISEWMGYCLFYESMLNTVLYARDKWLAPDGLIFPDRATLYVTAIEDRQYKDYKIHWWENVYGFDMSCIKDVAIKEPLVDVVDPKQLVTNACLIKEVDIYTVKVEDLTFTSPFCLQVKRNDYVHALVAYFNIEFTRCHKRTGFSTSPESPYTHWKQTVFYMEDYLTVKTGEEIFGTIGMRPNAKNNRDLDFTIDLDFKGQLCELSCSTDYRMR
# rCAG binder: binders of r(CAG) RNA repeats, primary screen, biochemical, fluorescence; r(CAG) RNA repeat, TO-PRO-1 dye displacement fluorescence; inhibition, % at 3 µM; hit rate 1.3% among 370,000;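 active = inhibition above the plate cutoff, the mean of all test compounds on that plate plus 3 SD, cut at about 35% in these data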;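 note: 0% = DMSO alone and 100% = 100 µM mitoxantrone as full dye displacement; higher means more dye released from RNA so lower well fluorescence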
# HTRA1 inhibitor: HTRA1 serine protease inhibitors, primary screen, biochemical, fluorescence polarization, HTS; inhibition, % at 5.96 µM; AID 504803, 2011; recombinant HTRA1, FP-rhodamine activity-based probe; hit rate 0.5% among 340,000; Q92743; in the data active = inhibition above about 36%;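 note: 0% = enzyme with DMSO and 100% = wells lacking enzyme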
# PG9 binder: binders of HIV-1 gp120 antibody PG9, primary screen, biochemical, TR-FRET. HIV-1 gp120 / PG9 antibody interaction. TR-FRET gp120-PG9 antibody binding. inhibition, % at 6.7 µM. hit rate 0.43% among 360,000. AID 624416, 2012; in the data active = inhibition above about 8.5%
# SIAE primary: human SIAE inhibitors, primary screen, biochemical, fluorescence polarization, FP-Rh probe, 1536-well HTS | Sialate O-acetylesterase (Homo sapiens), Q9HAT2 | SIAE FP-Rh probe binding | inhibition, % at 9.66 µM | hit rate 0.69% among 370,000 | AID 1053197, 2014;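 active = inhibition above a cutoff: mean of compounds within the control limits plus 3 SD of those, cut at about 17% in these data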;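 note: 0% = plate median of compound wells and 100% = probe without SIAE protein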
# Target sequence (Q9HAT2 whole entry, looked up): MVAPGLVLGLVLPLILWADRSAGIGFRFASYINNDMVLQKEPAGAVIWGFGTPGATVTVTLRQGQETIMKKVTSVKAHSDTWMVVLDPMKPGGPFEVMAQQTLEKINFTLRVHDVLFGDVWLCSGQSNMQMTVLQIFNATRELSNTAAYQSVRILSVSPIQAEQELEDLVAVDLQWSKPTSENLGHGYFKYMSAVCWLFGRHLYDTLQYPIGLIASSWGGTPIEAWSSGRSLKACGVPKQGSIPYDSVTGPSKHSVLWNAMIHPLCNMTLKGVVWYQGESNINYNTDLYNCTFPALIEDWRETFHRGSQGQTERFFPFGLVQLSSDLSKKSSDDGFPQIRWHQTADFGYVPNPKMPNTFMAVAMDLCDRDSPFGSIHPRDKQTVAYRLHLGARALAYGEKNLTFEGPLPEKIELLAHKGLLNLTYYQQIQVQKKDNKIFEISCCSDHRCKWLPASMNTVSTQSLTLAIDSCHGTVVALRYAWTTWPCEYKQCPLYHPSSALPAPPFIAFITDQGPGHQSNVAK
# TCR-CD3 inh: inhibitors of human TCR-CD3 interaction, primary screen, biochemical, fluorescence, TAMRA-labeled TCR probe; hit rate 0.37% among 360,000; AID 651800, 2012; inhibition, % at 9.4 µM; T-cell receptor (TCR); in the data active = inhibition above about 19%;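 note: recombinant mutant TCR 2C K166C tagged with TAMRA read by polarization; 0% = receptor in buffer alone and 100% = receptor with positive control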
# The depositor's hits bear a star; . = not tested or not shown. This is a subset; the hit share may differ from the screen's.
SMILES,TDP2 absorb,LEDGF integ inh,Rev-erbA mod,ABHD4 inh,PRMT1 FP inh,rCAG binder,HTRA1 inhibitor,PG9 binder,SIAE primary,TCR-CD3 inh
Cc1ccc(S(=O)(=O)N2CCN(C(=O)CSc3nncs3)CC2)cc1,-10,1,2,-6,-7,-1,4,-2.3,-7,2
COc1ccc(C=NNC(=O)CCCC(=O)NN=Cc2ccc(OC)c(OC)c2)cc1OC,8,0,2,-1,-3,0,-2,-0.4,2,8
CCOC(=O)N1CCC(NC(=O)c2ccc3c(c2)N=C(C)c2ccccc2S3)CC1,-10,-1,-5,-5,-4,0,-5,-1.5,-6,14
O=C(NNC(=O)c1ccc(Cn2cccn2)o1)NC12CC3CC(CC(C3)C1)C2,12,0,-3,1,-3,-3,-3,-1.8,5,0
COc1ccc(-c2nnn(CC(=O)N(c3cccc(O)c3)C(C)C(=O)NC3CCCC3)n2)cc1OC (configuration not stated),2,0,-4,-6,1,-1,-4,-0.3,-7,7
O=C(O)CCC1(C(=O)O)CCC(=O)c2ccccc21 (configuration not stated),3,5,5,4,0,4,5,-2.2,6,5
COc1ccc(CNC(=O)CCNC(=O)N2CCn3c2nc2ccccc23)cc1,1,0,2,2,-1,-1,-1,0.9,0,6
O=C1c2ccsc2SCCN1Cc1ccccc1,-8,3,-1,2,1,-3,-6,-1.0,-2,0
O=C1Nc2cc(C(=O)N3CCN(c4ccc(F)cc4)CC3)ccc2NC1CSCc1cccc(F)c1 (configuration not stated),-6,-6,0,-14,18,15,-4,-1.6,-7,-9
CN(C)S(=O)(=O)c1ccc(NC(=O)C2COc3ccccc3O2)cc1 (configuration not stated),-5,0,-1,-3,1,0,4,1.0,-8,-4
COCCNCc1nc2sc(C)c(-c3ccccc3)c2c(=O)[nH]1,-14,-2,7,2,11,1,3,-0.9,-3,-9
CCN1CCN(C(=O)c2cc3c(=O)oc4ccc(C)cc4c3s2)CC1,11,0,6,-1,-4,-1,-2,-1.8,-2,5
CN(CC(=O)Nc1ccc(OC(F)(F)F)cc1)C1CCCCC1,4,2,-6,-3,4,-3,-10,1.7,-4,-16
O=C1/C(=C/c2ccccc2)SC(=S)N1CC(=O)N1CCCCC1c1cccnc1 (configuration not stated),-15,-1,-4,-18,1,4,-27,-1.6,-5,-3
COC(=O)c1ccc(NC(=O)Nc2ccc(OC)c(OC)c2)cc1,-9,0,1,2,-2,0,4,-1.2,7,2
CC(NC(=O)C(=S)N1CCN(C)CC1)c1ccccc1 (configuration not stated),4,1,1,5,2,-4,5,0.2,-1,1
COc1ccc(C)cc1NC(=O)CCN1CCN(c2ccccc2F)CC1,6,-6,1,7,4,-8,-6,1.4,3,-2
COC(=O)[C@@H](NC(=O)Nc1ccc(S(N)(=O)=O)cc1)C(C)C,3,-1,-2,1,-4,2,9,0.6,3,2
O=C(OCc1ccccc1)N1CCC2CC1c1ccc(Cl)cc12 (configuration not stated),-8,-4,2,-9,2,1,-17,-1.5,-1,-1
CCc1nnc(NC(=O)C2CCCN2C(=O)NC2CCCCC2)s1 (configuration not stated),-1,1,2,8,0,-5,6,0.1,-3,-3
CC(C)c1cc(Cn2c3ccccc3c(=O)n2C(C)CBr)on1 (configuration not stated),-7,5,0,0,-9,2,.,-1.1,-2,0
Cn1c(=O)n(CCCOc2ccc(Br)cc2)c2ccccc21,-2,-4,-2,-14,-6,-1,-18,1.0,8,3
Cn1nc(C(F)(F)F)c(-c2ccccc2)c1NC(=O)CCC(=O)O,8,0,-4,0,2,-4,.,-2.3,2,3
COc1ccccc1OCCCC(=O)NC(C)c1ccccc1 (configuration not stated),-12,0,3,3,4,0,7,-1.9,5,4
CCOc1ccc(C2=NNC(c3cccnc3)=Nc3ccc(OC)cc32)cc1,6,-2,0,4,5,5,-7,-0.3,-1,-5
CCC(C(=O)O/N=C(\N)c1ccc(Cl)cc1)c1ccccc1 (configuration not stated),-1,1,-5,-4,0,2,-4,-0.5,-1,2
CCOC(=O)c1[nH]c(C)c(C(=O)NCc2cccnc2)c1C,3,2,4,-3,-4,0,13,0.3,-9,6
CN(C)CCN1C(=O)C(O)=C(C(=O)c2ccco2)C1c1ccccc1F (configuration not stated),-5,5,-5,6,4,-1,8,1.5,-4,4
Cc1ccc(-c2csc3nc[nH]c(=O)c23)cc1,-8,4,-3,-9,-2,1,-2,-2.6,10,2
O=C(c1ccc([N+](=O)[O-])cc1)n1nc(-c2ccccc2)nc1NCc1ccccc1,6,1,3,1,2,1,3,1.2,3,13
Clc1ccc2c(SCC3CO3)c3ccccc3nc2c1 (configuration not stated),5,-4,-21,5,7,2,0,0.3,5,-6
O=C(Cn1cc([N+](=O)[O-])cn1)NC1CCCCCC1,-8,-5,-1,1,-4,1,0,-2.6,-1,2
CCCN1Cc2cccc(C(=O)NCc3ccc4c(c3)OCO4)c2C1=O,4,1,1,-2,1,-5,0,-2.1,-3,-1
COc1ccc(NS(=O)(=O)c2ccc(N3CCCC3=O)cc2)cn1,-8,-1,-2,-5,2,-2,1,-0.6,-3,4
CN(Cc1ccccc1)S(=O)(=O)c1cccc(C(=O)OCc2ccc(Oc3ccccc3)cc2)c1,6,-3,-2,8,6,2,.,.,6,.
COc1cccc(CNC(=O)c2nnn(CC(=O)Nc3cc(C)ccc3C)c2N)c1,-9,1,-11,-1,8,-2,0,1.5,-3,0
COCCn1cnc2c1c(=O)n(CC(=O)c1ccc3c(c1)OCCO3)c(=O)n2Cc1ccccc1,3,6,-2,3,-4,2,-11,-0.5,3,0
COc1ccc2nc3sc(C(=O)NCc4cccs4)c(N)c3cc2c1,-1,2,4,1,6,9,.,-3.1,-5,7
O=C(NN1C(=O)c2ccccc2C1=O)c1ccncc1,6,6,0,-1,-1,-4,3,0.6,1,8
O=c1[nH]c2cc3c(cc2cc1CN(CC1CCCO1)S(=O)(=O)c1ccccc1)OCCO3 (configuration not stated),-3,3,1,-2,1,-1,1,-0.5,4,1
N=c1n(CCN2CCOCC2)c2ccccc2n1Cc1ccccc1Br,-5,1,1,1,4,2,-7,1.5,2,-1
O=C(NCc1ccccc1)C1Cc2c(-c3ccc4c(c3)OCO4)ccnc2O1 (configuration not stated),10,4,2,1,3,0,.,-1.1,5,7
COc1ccc(S(=O)(=O)Nc2ccc3c(c2)N(C(C)=O)CCC3)cc1,-2,-3,-5,-2,3,-2,0,-0.5,1,-1
O=C(CSc1nc2sc3c(c2c(=O)n1-c1ccc(Cl)cc1)CCC3)Nc1ccc(C(=O)O)cc1,0,8,-13,-7,-1,58*,.,.,-1,.
Oc1c(C=Nc2ccc(Cl)cn2)sc2ccccc12,-4,1,-23,-1,41*,-2,2,-0.4,-7,-4
Cc1sc2nc(CSc3nc4ccccc4s3)[nH]c(=O)c2c1C,9,-2,-2,-6,5,10,.,0.9,-21,-3
O=C(COC(=O)c1ccc(Cl)nc1)NCc1cccs1,-1,4,-3,5,-2,-2,2,-0.1,3,16
COc1cc(/C=N/NC(=O)c2ccncc2)c([N+](=O)[O-])cc1OC,18,0,-4,1,-1,0,5,-2.8,12,9
COc1cc(/C=N/n2cnnc2)ccc1OC(=O)c1ccco1,6,-2,1,0,1,-2,-3,-1.6,3,2
COc1ccc(C)cc1NC(=O)CSc1cccc[n+]1[O-],-13,1,-5,7,-2,6,11,-0.3,5,2
C/C(CC(=O)Nc1cc(Cl)ccc1Cl)=N\NC(N)=S,4,1,-3,1,4,7,1,-1.0,-3,-1
c1ccc(C2(CN3CCNC[C@H]3Cc3cccc4ccccc34)CC2)cc1,-2,0,-2,20,3,13,-14,0.1,9,-1
CCCCCCCCCc1conc1C(=O)/C=C/c1oc2c(c1C)CCC(C)C2 (configuration not stated),-7,3,1,1,-4,13,.,0.5,-5,-2
O=S(=O)(NCCN1CCCC1)c1ccc(Br)cc1,-7,-1,5,-1,0,1,4,-1.1,-3,4
O=C(Nc1ccc2ccccc2c1)C1CC2CCC1C2 (configuration not stated),-2,1,-1,-17,-3,.,.,.,0,.
O=C(Cn1cnc2ccccc2c1=O)NCC1COc2ccccc2O1 (configuration not stated),0,0,3,0,-1,4,2,0.4,0,-7
COc1ccc(N(C(C)C(=O)N/N=C/c2ccc(OC)c(OC)c2)S(C)(=O)=O)cc1 (configuration not stated),2,-1,0,8,2,-2,-1,0.2,-1,-10
COc1cccc(OCc2cc(C(=O)NC(C)c3cnn(C)c3C)no2)c1 (configuration not stated),1,-1,1,1,4,-6,-1,-1.4,0,-3
c1ccc(-c2noc(CN3CCOCC3)n2)cc1,2,0,6,-2,5,1,-1,-1.3,0,-1
CCc1nc(SCC(=O)c2cc(C)ccc2C)n[nH]1,2,0,-3,0,14,1,-9,1.3,13,6

# As a short view, 2 of the compounds above:
SMILES,TDP2 absorb,LEDGF integ inh,Rev-erbA mod,ABHD4 inh,PRMT1 FP inh,rCAG binder,HTRA1 inhibitor,PG9 binder,SIAE primary,TCR-CD3 inh
O=C(Cn1cc([N+](=O)[O-])cn1)NC1CCCCCC1,-8,-5,-1,1,-4,1,0,-2.6,-1,2
CCCN1Cc2cccc(C(=O)NCc3ccc4c(c3)OCO4)c2C1=O,4,1,1,-2,1,-5,0,-2.1,-3,-1

# (list continues)
SMILES,TDP2 absorb,LEDGF integ inh,Rev-erbA mod,ABHD4 inh,PRMT1 FP inh,rCAG binder,HTRA1 inhibitor,PG9 binder,SIAE primary,TCR-CD3 inh
COc1ccc(-c2cc(C(F)(F)F)nc(S(=O)(=O)CCCC(=O)Nc3cccnc3Cl)n2)cc1OC,-8,0,2,1,5,2,-10,1.0,-3,2
OC(COC(c1ccc(Cl)cc1)c1ccc(Cl)cc1)CN1CCc2ccccc2C1 (configuration not stated),3,1,3,2,-4,-2,-51,-0.5,3,-1
COCCN1C2=C(C(=O)CC(C)(C)C2)C(c2ccc(O)c(OC)c2)C2=C1CC(C)(C)CC2=O,-26,1,1,-4,0,1,4,-3.7,6,-1
CC(C)(C)c1ccc(/C=N/N2CCN(c3ccccn3)CC2)cc1,-3,3,-4,0,0,1,.,-0.3,3,6
O=S(=O)(c1ccc2ccccc2c1)N1CCN(S(=O)(=O)N2CCOCC2)CC1,-7,-3,-2,3,-3,-5,1,-1.7,-2,1
COc1ccc(OC)c(NC(=O)CN2C(=O)C(=O)N(Cc3ccccc3)C2=O)c1,3,-8,3,2,2,3,0,0.2,-2,-10
CC1(C)C(C#N)=C(N)OC2=C1C(=O)CCC2,-6,-4,-4,6,3,-3,-2,-0.3,0,-10
